EPAC2 agonist – agonists of human EPAC2 (RAPGEF4) | Potency, µM (series often up to 154 µM), for inactives: at the highest dose activation, actives largely listed as activators | 360,000 tested, 0.079% active | Q8WZA2 | AID 720711 | EPAC2 activation, biochemical qHTS; response scale: 100% = 6.5 mM cAMP response; note: potency is the fitted concentration of half-maximal effect; nearly all actives have a fitted effect of over 50% in size
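EPAC2 (100 nM) mixed with Rap1B loaded with BODIPY-GDP (250 nM) plus 50 uM unlabeled GDP; compounds pinned in, 5 min RT, then read every 5 min for 30 min (ex 480, em 540 nm). Normalized to cAMP control.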
TDP43 rescue – rescues yeast growth from TDP-43 toxicity; Potency, µM (highest dose often 46.1 µM), without a hit: top-dose growth rescue (activation), usual class: activators; 410,000 tested, 1.8% active; TDP-43 expressing yeast growth rescue, BacTiter-Glo, 24 h; note: potency is the fitted concentration of half-maximal effect; % of control where 0% means no effect; nearly all actives have a fitted effect of over 50% in size
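Readout is BacTiter-Glo luminescence of cell growth, so inhibitors register as activators. TDP-43-expressing yeast at OD600=0.02 in galactose medium, after raffinose pregrowth to mid-log, were incubated with compound for 24 hr at 30 deg C.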
D3 antag – blocks the human D3 dopamine receptor; P35462; D3R cells, DiscoveRx beta-arrestin luminescence, antagonist mode; stronger effect = lower value; max response, negative = inhibition, %; 360,000 tested, 2.5% active; AID 652054; in the data active = max response below about -50%; inconclusive = no clear call, values can overlap the other calls; note: % is set by controls: 0 for no effect and ±100 for the full control effect; mostly tested at two doses, the higher about 12 µM
Target sequence (P35462 whole entry, looked up): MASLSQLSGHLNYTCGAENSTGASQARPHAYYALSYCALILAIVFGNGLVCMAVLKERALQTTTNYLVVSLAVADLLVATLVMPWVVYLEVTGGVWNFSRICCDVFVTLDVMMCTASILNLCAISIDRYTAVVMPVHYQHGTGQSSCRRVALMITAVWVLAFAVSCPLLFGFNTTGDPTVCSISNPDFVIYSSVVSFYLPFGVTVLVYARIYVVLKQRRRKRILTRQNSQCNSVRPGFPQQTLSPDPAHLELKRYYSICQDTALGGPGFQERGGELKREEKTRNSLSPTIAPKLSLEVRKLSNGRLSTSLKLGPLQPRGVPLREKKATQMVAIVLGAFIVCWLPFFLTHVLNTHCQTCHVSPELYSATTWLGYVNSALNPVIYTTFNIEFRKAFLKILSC
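Cells plated overnight at 1500 cells/well, then exposed to library compounds with dopamine controls for 90 minutes at 37 degrees C. DiscoveRx reagent added for 30–60 minutes at room temperature; luminescence read, quantitative HTS format.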
aSyn yeast inh – alpha-synuclein toxicity inhibition in yeast; Yeast expressing alpha-synuclein, growth rescue, BacTiter-Glo, 24 h; Potency, µM (top dose mostly 46.1 µM), without a hit: at the top dose growth rescue (activation), hits mostly activators; 370,000 tested, 0.14% active; AID 652106; note: potency is the fitted concentration of half-maximal effect; % of control where 0% means no effect; nearly all actives have a fitted effect of over 65% in size
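Readout is rescue of growth in alpha-synuclein-expressing yeast, so inhibitors of toxicity appear as activators. Growth after 24 hr at 30 deg C in galactose medium is quantified by luminescence.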
Abeta rescue – A-beta toxicity reversal in yeast; yeast expressing A-beta42, growth rescue, OD600, 48 h; response scale: 0% DMSO, 100% iron-clioquinol control; Potency, µM (highest dose often 46.1 µM), without a hit: top-dose growth rescue, most hits filed as activators; 410,000 tested, 0.063% active; AID 1347071; note: potency is the fitted concentration of half-maximal effect; nearly all actives have a fitted effect of over 55% in size
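Yeast growth medium received pinned compounds, then yeast cells expressing toxic A-beta were added; plates incubated at 30 C for 48 hr. Growth read as absorbance at 600 nm, normalized to DMSO and equimolar FeCl3 plus clioquinol controls.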
EPAC2 antag – EPAC2 (human) antagonism; EPAC2 GEF exchange of Rap1B-BODIPY-GDP, fluorescence; 360,000 tested, 0.18% active; Potency, µM (doses to about 114 µM), for inactives: top-dose activity, negative = inhibition, most hits filed as inhibitors; Q8WZA2; note: potency is the fitted concentration of half-maximal effect; % is set by controls: 0 for no effect and ±100 for the full control effect; nearly all actives have a fitted effect of over 45% in size; many of its hits are not listed in these tables
D3 ag – activates the human D3 dopamine receptor; D3R DiscoveRx beta-arrestin cells, luminescence, 90 min; max activation, %; 410,000 tested, 0.58% active; in the data active = max activation above about 30%; note: 0% is about no effect; mostly tested at two doses, the higher about 12 µM
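Cells at 1500/well, incubated overnight, then treated with pinned compounds (dopamine as control) for 90 min at 37 degrees C. DiscoveRx reagent added for 30 - 60 minutes at room temperature; luminescence read.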
FUS suppressor – suppressors of FUS proteinopathy in yeast; S. cerevisiae FUS-expressing, growth rescue, OD600, 24 h; Potency, µM (series often up to 76.6 µM), for the others: at the highest dose growth rescue (activation), actives largely listed as activators; 390,000 tested, 0.24% active;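 note: potency is the fitted concentration of half-maximal effect; plate controls were DMSO vehicle for no effect and reference control for full effect; nearly all actives have a fitted effect of over 55% in size; some results filed as inactive show a strong effect at the top dose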
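Read-out: OD at 600 nm after 24hr at 30C, reporting rescue of FUS-induced yeast toxicity. Cells at OD 0.005 in galactose (2%) minimal medium; compounds tested in a dilution series; CP55940 titration from 92uM final as control.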
* hit, by the source's call; ? = inconclusive; . = no result given; [ ] = remark or other dose. Unless noted, calls come from the whole dose curve; as a rule, active = well fitted curve in the direction sought with a large enough effect; inconclusive = small, poorly fitted or top-dose-only effect, or another doubt; inactive = no such curve, though single readings can be large; an effect the other way counts as inactive or inconclusive. Not all compounds are listed, so the mix of outcomes need not match the whole.

nr	Compound	EPAC2 agonist	TDP43 rescue	D3 antag	aSyn yeast inh	Abeta rescue	EPAC2 antag	D3 ag	FUS suppressor
1	COc1cccc(-c2c(-c3cc(OC)cc(OC)c3)n(C)c3ccc(-c4cnc(OC)nc4)cc23)c1	1%	6%	113	1%	9%	0%	11	-13%
2	O=C(CSc1ncnc2sccc12)N1CCCCC1	1%	28%	2	4%	1%	20%	1	.
3	CC(OC(=O)c1cc(S(=O)(=O)Nc2ccc(F)cc2)ccc1Cl)C(=O)Nc1ccc2c(c1)OCCO2 (stereo unspecified)	17%	6%	?	14%	16%	-10%	-4	21%
4	CCc1nnc(NC(=O)CSc2nc(C)nc3c2c(=O)n(C)c(=O)n3C)s1	1%	-2%	6	0%	3%	2%	2	-5%
5	CC(C)=CC(=O)Nc1nnc(C(C)C)s1	3%	12%	-17	10%	17%	4%	0	-10%
6	CN1CCN(NC(=O)c2ccc(Cl)c([N+](=O)[O-])c2)CC1	5%	18%	0	2%	14%	-2%	-5	-8%
7	Cc1nn(Cc2ccccc2Cl)c2sc(C(=O)Nc3ccccc3N3CCOCC3)cc12	4%	15%	46	4%	-5%	2%	-18	-11%
8	CC/C(C)=C1\SC(N2CCN(c3cccc(C(F)(F)F)c3)CC2)=NC1=O	2%	-1%	36	.	4%	5%	2	-11%
9	COc1ccc2[nH]c(=O)c(CN(C)C(=O)c3ccncc3)cc2c1	4%	-11%	-12	-1%	7%	2%	9	18%
10	Cc1[nH]c2ccc(F)cc2c1CCN(Cc1ccncc1)C(=S)Nc1ccc(F)cc1	11%	9%	0	0%	-1%	9%	0	1%
11	NC(=O)C1(N2CCCCC2)CCN(C2CC(=O)N(Cc3cccs3)C2=O)CC1 (stereo unspecified)	3%	-5%	5	1%	-4%	9%	0	14%
12	O=C(O)c1ccccc1C(=O)Nc1cc(C(F)(F)F)ccc1N1CCCC1	0%	20%	3	-24%	7%	-18%	13	22%
13	NC(=O)CC(NC(=O)c1ccc(Br)cc1)c1ccc(N2CCC(Cc3ccccc3)CC2)c([N+](=O)[O-])c1 (stereo unspecified)	-2%	8%	12	2%	4%	4%	17	?
14	CN(C)c1cccc(CNC(=O)c2csc([C@@H]3O[C@H](CO)[C@@H](O)[C@H]3O)n2)c1	2%	0%	-22	0%	-9%	-5%	-5	-16%
15	Cc1nn(-c2ccc(C(=O)O)cc2)c2c1C(=O)CC(C)(C)C2	-1%	-12%	2	1%	-5%	-20%	5	0%
16	COc1ccc(S(=O)(=O)c2cc3cc(OC)ccc3oc2=O)cc1	.	19%	.	.	-21%	.	6	5%
17	CC1CCCN(c2ccc(C(=O)OCC(=O)N3c4ccccc4Sc4ccccc43)cc2[N+](=O)[O-])C1 (stereo unspecified)	7%	15%	0	7%	4%	10%	4	.
18	Cc1c(Cl)cccc1NC(=O)CSc1sc2c(O)cc(=O)[nH]c2c1C#N	6%	0%	3	-1%	1%	0%	3	29%
19	O=C(COC(=O)CCN1C(=O)C2CC=CCC2C1=O)Nc1ccc(Cl)cc1F (stereo unspecified)	-1%	?	9	0%	1%	-1%	3	14%
20	CN(C)C(CNC(=O)c1cc(S(=O)(=O)N(C)c2ccc(F)cc2)ccc1Cl)c1ccco1 (stereo unspecified)	-4%	12%	-11	3%	8%	5%	-2	0%
21	CCCCc1ccc(NC(=S)N2CCN(C(=O)OCC)CC2)cc1	-4%	20%	-7	4%	?	0%	2	18%
22	COc1cccc2c1C(=O)c1c(O)c3c(c(O)c1C2=O)CC(O)(C(C)=NNC(=O)c1ccc(Cl)c(Cl)c1)CC3OC1CC(N)C(O)C(C)O1 (stereo unspecified)	1%	?	-51*	28µM*	-44%[inhibitor]	?	-19	.
23	CCOc1ccc(C2CC(=O)NC(SCC(=O)OC)=C2C#N)cc1 (stereo unspecified)	5%	?	4	4%	10%	4%	3	-16%
24	O=C1[C@H](Cc2ccccc2)NCC=CC[C@H](c2ccco2)N1Cc1ccccc1	15%	-4%	-15	-3%	2%	-19%	6	-15%
25	Cc1ccc(-c2nc(-c3cc4cccc(OCc5ccccc5F)c4oc3=O)no2)cc1	.	25%	.	.	-5%	.	-5	-9%
26	COC(=O)c1cc(S(=O)(=O)N(C)C2CCCCC2)oc1C	11%	19%	-8	9%	5%	-1%	2	-25%
27	COc1ccc(CNC(=O)c2ccc(NC(=O)N3CC4CCCN4c4ccccc43)cc2)cc1 (stereo unspecified)	.	0%[9.22 µM]	.	.	-4%	.	11	?
28	COc1cc2c(cc1OC)C(COc1ccc(C(C)C)cc1)N(C(=O)c1ccc(S(=O)(=O)N3CCCC3)cc1)CC2 (stereo unspecified)	.	17%	.	1%	8%	.	6	45%
29	O=C1CNC(=S)N1Cc1ccccc1	5%	0%	3	-2%	24%	-3%	0	-16%
30	Nc1ccn(Cc2ccccc2)n1	0%	-10%	15	-5%	7%	0%	22	19%
31	CCN(CC)C(=O)CN(c1cccc([N+](=O)[O-])c1)S(=O)(=O)c1ccccc1	-9%	-53%[inhibitor]	-13	1%	-17%	30%	-1	44%
32	Cc1ccc(Cl)cc1N1CCN(C(=O)c2ccc3c(Cl)c4c(nc3c2)CCCC4)CC1	.	19%	.	.	2%	.	2	-27%
33	CC1ON=C(c2ccccn2)N(Cc2ccc(S(C)(=O)=O)cc2)C1=O (stereo unspecified)	2%	21%	13	0%	-2%	6%	2	-11%
34	CN(C)/C=C/C(=O)c1ccc(Cl)cc1Cl	7%	-2%[9.22 µM]	3	17%	-4%	-5%	4	-11%
35	COc1ccc(CCN(C)C(=O)c2cc(=O)c3ccccc3o2)cc1OC	-11%	-8%	-12	6%	-30%	-3%	-6	6%
36	COc1cccc(-c2sc3ccc(OC)cc3c2-c2ccc(OC)cc2F)c1	4%	18%	-14	-3%	-8%	-9%	-6	11%
37	CCOc1ccc(S(=O)(=O)Nc2ccc(C(=O)NCC3(N4CCCCC4)CCCCC3)cc2)cc1	3%	-14%	1	-5%	-3%	7%	-15	5%
38	COCCCNC(=O)C1CCN(C(=O)c2ccc(-n3ccc4ccccc43)s2)CC1	.	11%	.	.	5%	.	-5	24%
39	O=C(Cc1cccs1)N/N=C\c1ccc(O)cc1	4%	8%	2	1%	-12%	-4%	0	-19%
40	COC(=O)NC1CCC(CC2CCC(NC(=O)OC)CC2)CC1 (stereo unspecified)	-6%	-2%	-8	0%	-15%	6%	2	33%
41	CC(=O)c1ccc(NC(=O)Cn2c3ccccc3c3nc(=O)cc(C)n32)cc1	-3%	-6%	0	9%	4%	-4%	-3	27%
42	O=C(COc1ccccc1)N=C1SC2CS(=O)(=O)CC2N1Cc1ccccc1 (stereo unspecified)	6%	6%	-9	?	-12%	-10%	-2	-6%
43	Cc1cc(-c2ccccc2N)n[nH]1	-1%	14%	10	-1%	0%	-4%	2	8%
44	CCOC(=O)c1sc(=NC(=O)c2cccc(Br)c2)n(C)c1C	-12%	-1%	10	4%	8%	-12%	2	18%
45	CCn1ncc(Br)c1C(=O)Nc1ccn(C23CC4CC(CC(C4)C2)C3)n1	-4%	?	6	-14%	7%	7%	6	-32%
46	CC1Cc2cc(/C(O)=C3/C(=O)C(=O)N(Cc4cccnc4)C3c3cccc(O)c3)ccc2O1 (stereo unspecified)	1%	2%	-5	0%	-25%	2%	1	13%
47	CCOC(=O)C1CC2=C(CCCC2=O)N(Cc2ccccc2)C1=O (stereo unspecified)	5%	15%	31	5%	5%	-5%	4	-9%
48	Cc1cc(C)n2nc(SCc3c(F)cccc3Cl)nc2n1	4%	?	-15	-3%	-30%[inhibitor]	2%	-5	-7%
49	CC(C)NC(=O)NC(=O)COC(=O)c1ccc(S(=O)(=O)NCc2ccco2)cc1	6%	21%	6	3%	5%	1%	4	-13%
50	CCOc1ccc(OCCCC(=O)ON=C(N)c2ccccc2C)cc1	-2%	12%	20	0%	-15%	-11%	1	2%
51	Cc1noc(C)c1C(=O)Nc1nc2ccc(Cl)cc2s1	7%	13%	8	-3%	-1%	-12%	-5	25%
52	Cc1cc(N2C(=O)c3ccccc3C2=O)n(C)n1	0%	-14%[1.82 µM]	1	1%	3%	0%	-2	15%
53	C=C[C@@]1(C)CC(=O)[C@]2(O)[C@@]3(C)[C@@H](O)CCC(C)(C)[C@@H]3[C@H](OC(C)=O)[C@H](O)[C@@]2(C)O1	2%	7%	44	?	5%	-13%	16	-4%
54	O=C(Nc1ccon1)Nc1ccc(F)cc1F	1%	18%	-3	-5%	-3%	0%	8	-22%
55	COc1ccc(NC(=O)CC(c2ccc(F)cc2)c2ccc(OC(C)C)cc2)cc1 (stereo unspecified)	-8%	22%	-4	4%	18%	-11%	5	9%
56	Cc1cc(C(=O)NC(Cc2c[nH]c3ccccc23)C(=O)O)c(C)o1 (stereo unspecified)	-2%	7%	12	15%	2%	5%	6	17%
57	Cc1ccc(NC(=O)CSc2ccc3c(c2)OCCO3)c(O)c1	17%	12%	0	1%	4%	3%	11	31%
58	COc1ccc(CNC(=O)c2csc(Cc3ccc(OC)cc3)n2)cc1	21%	0%	-14	-7%	-28%	0%	1	18%
59	O=[N+]([O-])c1ccc(NCc2ccccn2)nc1	0%	-3%[0.397 µM]	-10	-1%	-2%	1%	7	-3%
60	CC(C)(C)c1ccc(OCCC(=O)NNC(=O)c2ccncc2)cc1	4%	4%	-12	-7%	4%	-1%	-4	0%
61	Cc1ccc(Cn2cccc(NS(C)(=O)=O)c2=O)cc1	9%	0%	12	0%	3%	7%	1	-2%
62	CC(c1nccs1)N(C)C(=O)c1ccc(OC2CCN(CCc3ccccc3)CC2)cc1 (stereo unspecified)	-2%	9%	-25	-8%	-5%	-1%	-47	.
63	Cc1c(CN2CCN(C)C(CCO)C2)[nH]c2c(Cl)cccc12 (stereo unspecified)	-3%	9%	11	3%	-7%	3%	0	0%

In a second layout: two of the compounds above.
52. Cc1cc(N2C(=O)c3ccccc3C2=O)n(C)n1
50. CCOc1ccc(OCCCC(=O)ON=C(N)c2ccccc2C)cc1

Screen / compound no.	52	50
EPAC2 agonist	0%	-2%
TDP43 rescue	-14%[1.82 µM]	12%
D3 antag	1	20
aSyn yeast inh	1%	0%
Abeta rescue	3%	-15%
EPAC2 antag	0%	-11%
D3 ag	-2	1
FUS suppressor	15%	2%

High-throughput results as filed in PubChem BioAssay.
